Vif imaging: blocks HIV Vif function | HEK293T cells, Vif self-association by quenched fluorescence, imaging, 24 h | inhibition, % at 7.49 µM | 340,000 tested, 0.35% active | AID 602346; in the data active means inhibition above about 50%, passing the limit was not always enough; inconclusive means no clear call, values can overlap the other calls; inactive means below about 31%; further: some results filed as inactive read as strong as hits
Glyco luc inh: blocks N-linked glycosylation in D54 reporter cells | reporter increase, % at 12.5 µM | D54 ERlucT glycosylation luciferase reporter, 24 h; percent of 100 nM tunicamycin response | 360,000 tested, 0.23% active | AID 588692;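 active means mean luciferase reporter signal, scaled so untreated is 0 and the glycosylation-blocking control 100, at or above a set limit in every replicate; inconclusive means mean reaches the limit but not every replicate does; inactive means mean below the limit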;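 further: luciferase carries N-glycosylation sites so blocking glycosylation raises the light; 0% = median of neutral control wells and 100% = median of 100 nM tunicamycin wells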
CaV13 ICDI inh: Disruptors of the CACNA1D IQ motif to Ca2+-dependent inactivation inhibitor domain association, primary screening, Förster resonance energy transfer in intact living …. inhibition, % at 12.3 µM. AID 743397. HEK cells, CFP/YFP FRET ICDI-IQ, plate reader, 10 min; percent FRET-ratio fall versus neutral wells. 340,000 tested, 0.098% active;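 active means mean replicate inhibition of at least 30% and at least 1% of replicates passing that level; inconclusive means only one of the two criteria is met; inactive means neither criterion is met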;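 further: 0% = median of the neutral control wells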
MC4R barr agon: human MC4R agonism via beta-arrestin; P32245; U2OS MC4R beta-arrestin complementation, luminescence; percent of melanotan II response, DMSO zero; activation, % at 8.9 µM; 360,000 tested, 0.98% active; AID 540308;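 active means activation above a per-plate cutoff, the mean activation of sample wells on that plate plus 3 SD, cut at about 8% in these data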
Target sequence (P32245 whole entry, looked up): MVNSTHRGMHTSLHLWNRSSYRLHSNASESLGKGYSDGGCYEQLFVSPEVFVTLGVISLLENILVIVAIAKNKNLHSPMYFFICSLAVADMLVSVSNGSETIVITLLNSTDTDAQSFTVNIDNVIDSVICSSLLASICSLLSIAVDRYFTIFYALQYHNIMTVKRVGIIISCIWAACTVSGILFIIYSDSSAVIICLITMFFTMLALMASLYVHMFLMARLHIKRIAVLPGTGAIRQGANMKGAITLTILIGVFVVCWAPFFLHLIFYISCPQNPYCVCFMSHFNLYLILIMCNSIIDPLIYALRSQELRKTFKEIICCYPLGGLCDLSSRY
MC4R antag cAMP: antagonists of human melanocortin 4 receptor (MC4R) | P32245 | MC4R-expressing cells, MTII-stimulated cAMP, LANCE TR-FRET | inhibition, % at 6.5 µM | 360,000 tested, 0.48% active | AID 540295;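 active means inhibition above its plate's cutoff, the mean of tested wells on that plate plus 3 SD, cut at about 29% in these data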;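 further: 0% = Melanotan II alone and 100% = Melanotan II plus saturating MCL0020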
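System: U2OS cells stably expressing human melanocortin 4 receptor (MC4R). Reagent: Melanotan II challenge after compound preincubation. Doses: 6.5 µM. Times: 30-min compound, 1-h challenge, 1-h detection, room temperature. Measured by: TR-FRET with Eu-cAMP and labeled anti-cAMP, 671 nm. Replicates: singlicate.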
HTR2A ag: activates the mouse 5-HT2A serotonin receptor. 360,000 tested, 0.66% active. activation, % at 7.6 µM. CHO-K1 mHTR2A beta-arrestin complementation, luminescence; percent of 30 µM serotonin response. AID 624169. P35363;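 active means activation above a run cutoff, the mean activation of all tested compounds plus 3 SD, cut at about 14% in these data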;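 further: 0% = plate median of compound wells and 100% = 30 µM serotonin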
Target sequence (P35363 whole entry, looked up): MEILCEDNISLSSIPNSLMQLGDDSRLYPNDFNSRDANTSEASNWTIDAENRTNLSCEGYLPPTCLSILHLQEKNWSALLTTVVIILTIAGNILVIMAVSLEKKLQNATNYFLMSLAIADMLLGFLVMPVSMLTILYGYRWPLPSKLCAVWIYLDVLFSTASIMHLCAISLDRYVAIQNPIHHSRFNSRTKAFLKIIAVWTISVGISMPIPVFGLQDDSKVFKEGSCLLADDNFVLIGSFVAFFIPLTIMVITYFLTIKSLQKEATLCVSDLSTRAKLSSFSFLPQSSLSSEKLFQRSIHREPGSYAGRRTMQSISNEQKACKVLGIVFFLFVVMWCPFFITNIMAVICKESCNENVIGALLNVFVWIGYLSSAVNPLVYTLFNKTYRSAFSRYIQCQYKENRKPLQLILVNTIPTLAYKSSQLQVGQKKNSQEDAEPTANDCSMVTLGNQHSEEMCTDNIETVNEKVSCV
ABCB6 inh 2: blocks the human ABCB6 transporter; Q9NP58; K562-ABCB6 porphyrin accumulation, flow cytometry, 1 h; stronger effect = lower value; fluorescence ratio to DMSO, % at 10 µM; 360,000 tested, 0.19% active;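 active means fluorescence ratio to DMSO below 75%, the collection mean minus 3 SD; inconclusive means too few cells collected in the well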;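 further: signal is porphyrin accumulated inside mitochondria; 100% equals median channel fluorescence of DMSO control wells; lower ratio means ABCB6 inhibition with less porphyrin fluorescence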
H9c2 protect: protects H9c2 cardiomyocytes from peroxide injury | H2O2 injury protection, ATPLite, 2 h | protection from H2O2 cell death, % at 20 µM | 360,000 tested, 0.63% active | AID 588492;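 active means compounds giving at least 50% protection of heart cells from peroxide-induced death in the single-dose screen, raw or plate-pattern-corrected value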;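 further: 0% = DMSO wells with peroxide and 100% = DMSO wells without peroxide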
PDI inh: inhibitors of human protein disulfide isomerase | PDI insulin aggregation turbidity, A650, 90 min | inhibition, % at 10 µM | 350,000 tested, 0.052% active;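 active means mean inhibition across replicates of 30% or more, whatever share of single replicates reach that level; inconclusive means mean inhibition below 30% while every single replicate reaches 30%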;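 further: absorbance from insulin aggregation driven by PDI reduction with DTT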
aDG glyco up: alpha-DG glycosylation activation | Pro5-aDG cells, alpha-DG glycosylation AlphaScreen (IIH6); 0% Pro5, 100% B10-LARGE cell signal | activation, % at 10 µM | 360,000 tested, 0.22% active | AID 624168;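 active means activation of at least 8% versus controls, or a plate z-score of at least 8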;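 further: Pro5 are CHO cells carrying HIG-tagged alpha-DG that lacks glycosylation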
The depositor's hits bear a star; ? = inconclusive; . = not tested or not shown.

SMILES	Vif imaging	Glyco luc inh	CaV13 ICDI inh	MC4R barr agon	MC4R antag cAMP	HTR2A ag	ABCB6 inh 2	H9c2 protect	PDI inh	aDG glyco up
COC(=O)c1ccc([N+](=O)[O-])cc1N1C(=O)C2C3CCC(C3)C2C1=O (configuration not stated)	16	-1	5	-3.5	2	11	103	0	2	1.0
CCc1cc2ccccc2nc1SCC(=O)Nc1cc(OC)c(OC)cc1C(=O)O	7	4	-7	-1.2	17	1	101	19	-9	-0.1
CCCCNC(=O)Nc1ccon1	.	1	-6	-0.3	6	-3	92	-10	?	0.1
Cc1onc(-c2ccccc2Cl)c1C(=O)Nc1ccc(S(=O)(=O)N2CCCC2)cc1	1	-1	-6	-0.3	3	-9	98	3	4	-0.1
Cc1ccc(SCC(=O)NNC(=O)c2cncc(Br)c2)cc1	3	2	-5	-2.1	5	-4	99	0	10	0.1
CCCS(=O)(=O)NC(=O)C1(C)CCN(C(=O)c2cc(F)ccc2C)C1 (configuration not stated)	-2	2	-6	-2.4	3	-3	93	7	-1	0.0
Cc1cc(C)c2oc(C(=O)Nc3ccc(S(=O)(=O)Nc4nccc(C)n4)cc3)cc(=O)c2c1	-9	-2	-2	-1.8	-11	4	97	-1	-11	-0.5
Cc1ccc(CN(CC2CCCO2)C(=O)CN2C(=O)C(C(C)C)Oc3ccccc32)o1 (configuration not stated)	-2	-2	-9	-2.2	23	-3	98	9	2	0.5
CCOCCCNC(=O)c1ccc(N2CCCC2)c(NS(=O)(=O)c2ccc(C)cc2)c1	0	0	-8	-3.9	1	-4	96	-11	11	0.0
Cc1ccccc1C(=O)N1CCc2cc(-c3csc(NC(=O)CN4CCCC4)n3)ccc21	-11	-5	-4	-1.4	-5	-7	98	1	2	0.0
O=C(c1cc2ccccc2[nH]1)N1O[C@@H]2C=C[C@H]1C2	-1	2	-3	0.3	1	0	98	-5	8	0.3
CCN(C[C@H]1N[C@@](CC)(C(=O)OC)[C@H]2C(=O)N(C)C(=O)[C@@H]12)C(=O)Nc1ccccc1	18	1	-3	-0.8	3	3	100	-1	7	-0.2
C[C@@H]1CCCCCCCCCCC1=O	-5	1	-3	-0.1	25	6	120	2	2	0.0
Cc1ccc(S(=O)(=O)N2CCOCC2)cc1C(=O)N1CCN(S(=O)(=O)c2ccccc2F)CC1	21	1	-5	-0.3	2	10	94	-3	-3	0.0
Cc1ccc(NC(=O)c2ccc(CN3CC(=O)N4CCCCC4C3=O)cc2)c(C)c1 (configuration not stated)	.	-2	-6	-0.1	-3	-5	99	-3	.	-0.2
C/C(=N\NC(=O)COc1ccc2ccccc2c1)c1cccs1	-17	-1	-6	-2.2	19	1	96	-9	4	-0.3
O=S(=O)(c1ccc(Cl)cc1)N1CCN2CCCC2C1 (configuration not stated)	-3	1	-1	-0.2	13	-1	102	5	1	0.0
Cc1ccc(S(=O)(=O)c2nc(-c3ccccc3Cl)oc2N(C)C)cc1	-6	14	.	-2.0	-3	2	104	-10	-30	0.3
Cc1cc(C(=O)N/N=C/c2ccc3ccccc3c2)n[nH]1	7	7	.	0.2	-13	-9	103	-4	-6	0.1
CC(OC(=O)CCN1C(=O)C2CC=CCC2C1=O)C(=O)c1ccc(F)cc1 (configuration not stated)	-2	1	-5	-1.5	6	11	93	11	-7	-0.3
COc1ccccc1N1CCN(C(c2ccc(N(C)C)cc2)c2nnnn2CCc2ccccc2)CC1 (configuration not stated)	-5	-3	-5	-0.2	13	4	98	-3	-3	0.3
CC1CC(C)CN(C(=O)CSCC(=O)O)C1 (configuration not stated)	-2	0	5	-0.2	3	-3	98	2	-4	0.0
CCCCN1C(=O)C(CC(=O)NCC2CCCCC2)CC(C(=O)N(C)C)=C1C (configuration not stated)	.	1	-2	0.5	19	-5	105	0	-6	-0.4
Cc1cc2oc(=O)cc(-c3ccccc3)c2c(C)c1-c1ccc(N(C)C)cc1	-6	-4	-6	-0.5	-4	-3	101	-18	13	-0.2
COc1ccc(-c2c(-c3cc(OC)cc(OC)c3)n(C)c3ccc(-c4ccc5[nH]ccc5c4)cc23)cc1	10	-5	-9	0.6	0	22*	99	-5	-1	0.5
Cn1c(=O)c2c(ncn2CC(=O)Nc2cc(S(=O)(=O)N3CCCCC3)ccc2Cl)n(C)c1=O	0	1	-6	-1.5	-3	0	100	-5	8	-0.2
CC1CCCC(C)N1C(=O)Cn1cc(C#N)c2ccccc21 (configuration not stated)	2	0	7	-0.1	-6	-3	100	-1	14	-0.3
O=C(c1ccc(Cl)s1)N1CCN(C23CC4CC(CC(C4)C2)C3)CC1	.	2	.	2.6	3	5	97	5	1	0.1
CCN(CC(=O)Nc1ccc(NC(C)=O)cc1)C(=O)c1ccc2c(c1)OCCO2	12	-1	-1	-1.8	9	5	99	4	17	-0.1
COc1cccc(CNC(=O)CCNS(=O)(=O)c2ccc3c(c2)oc(=O)n3C)c1	-3	1	-3	1.4	-4	5	102	4	-12	-0.1
NC(=O)c1sc(-c2ccsc2)cc1NS(=O)(=O)c1ccc(C(F)(F)F)cc1	-8	-1	-5	2.1	9	6	102	-9	-7	-0.2
COc1ccc(N(C(=O)c2snc(C(N)=O)c2N)C(CC(C)C)C(=O)NCC2CCCO2)cc1 (configuration not stated)	-1	2	-2	-0.1	3	0	97	9	4	-0.1
COc1ccc(NC(=O)Cn2cccc2)cc1Cl	21	1	-8	0.0	12	4	99	-2	-6	-0.2
O=C(NCCCN1CCOCC1)c1c(-c2ccccc2)sc2ccccc12	2	1	-5	-0.2	7	-11	103	-2	-10	-0.2
CCN1C[C@@H]2[C@@H]3C(=O)N(C)C(=O)[C@@H]3[C@](CC)(C1=O)N2C(=O)c1ccccc1	-2	2	-11	-1.5	-8	0	94	1	16	0.3
Cn1ccnc1C(O)c1ccc(OCc2ccccc2)cc1 (configuration not stated)	-2	-1	.	1.5	0	-4	92	-1	16	-0.1
COc1ccc(C(=O)NCc2nnc(SCC(=O)NCCc3ccccc3)o2)cc1	-4	0	-6	-1.3	17	-3	97	3	6	-0.2
CSCCC(NC(=O)c1ccccc1Cl)C(=O)NNC(=O)c1ccccc1O (configuration not stated)	-1	0	-16	-1.4	5	1	97	12	2	0.2
Cc1cc[n+](CC2OCc3ccccc3CO2)cc1	7	-1	-3	-4.0	11	4	98	-1	-1	-0.1
N#CC(=C1CCCC1)c1nc(-c2cc3ccccc3oc2=O)cs1	3	-5	-7	3.4	13	2	110	-3	0	-0.3

Whole records as entered above. Screens in order: Vif imaging, Glyco luc inh, CaV13 ICDI inh, MC4R barr agon, MC4R antag cAMP, HTR2A ag, ABCB6 inh 2, H9c2 protect, PDI inh, aDG glyco up
CCN1C[C@@H]2[C@@H]3C(=O)N(C)C(=O)[C@@H]3[C@](CC)(C1=O)N2C(=O)c1ccccc1 is listed as -2, 2, -11, -1.5, -8, 0, 94, 1, 16, 0.3
CC1CC(C)CN(C(=O)CSCC(=O)O)C1 (configuration not stated) is listed as -2, 0, 5, -0.2, 3, -3, 98, 2, -4, 0.0

Remaining list, next part
SMILES	Vif imaging	Glyco luc inh	CaV13 ICDI inh	MC4R barr agon	MC4R antag cAMP	HTR2A ag	ABCB6 inh 2	H9c2 protect	PDI inh	aDG glyco up
C=CC(=O)NC(C)(C)CCN1CCOCC1	-3	1	-7	-2.8	7	3	99	-3	1	-0.4
Cc1cccc(CCN(C(=O)c2snc(C(N)=O)c2N)C(C(=O)NCC2CCCO2)c2ccc(F)cc2)c1 (configuration not stated)	-6	5	-3	-0.2	-2	-2	93	3	4	0.2
CC(=O)Nc1nc2ccc(S(=O)(=O)N3CCCC3)cc2s1	-6	3	-2	-0.8	-5	-6	94	3	2	-0.1
Cc1ccc(CN2CCCOCCS2(=O)=O)cc1	3	-1	5	-0.8	4	2	99	8	1	-0.1
COc1ccc(OC2C(=O)N(Cc3ccc(F)cc3)C2c2ccc(OC)c(OC)c2)cc1 (configuration not stated)	?	-2	-9	0.2	4	-6	99	-4	-1	0.4
Cc1cc(NC(=O)C2CC(=O)OC2c2ccccc2)no1 (configuration not stated)	3	3	-5	-0.3	-2	-1	74*	10	-9	-0.3
COc1ccc(N=C2NC(=O)CS2)c([N+](=O)[O-])c1	-3	3	-5	0.2	2	-3	92	10	0	-0.8
Cc1ccc(S(=O)(=O)[N-]c2nc3ccccc3nc2-n2cc[n+](CCC(C)C)c2)cc1	-1	1	-6	-2.1	12	0	92	-9	-6	-0.1
CCOC(=O)c1c(NC(=O)C2C3CCC(O3)C2C(=O)O)sc2c1CCCC2 (configuration not stated)	9	-2	-4	0.0	-3	3	99	-3	1	0.0
CSCCC(NS(=O)(=O)c1ccc(C)cc1)C(=O)N1CCN(C(c2ccccc2)c2ccccc2)CC1 (configuration not stated)	-10	-3	-4	-0.9	16	0	97	-12	-2	-0.1
C=CC[C@@H](CC(=O)N[C@H](CO)Cc1ccccc1)C(=O)N[C@H](C)COC(=O)[C@@H](CC=C)Cc1ccc(F)cc1	.	2	-12	1.2	12	-2	97	1	4	0.2
COc1ccc(C(CNC(=O)c2cc3c(s2)CCC(C)C3)N2CCCC2)cc1 (configuration not stated)	-3	-10	-3	1.2	2	-6	101	8	-9	0.5
CCn1c(=O)cc(OCC(=O)NCCCN2CCN(c3cccc(Cl)c3)CC2)c2ccccc21	-12	12	-5	-1.4	8	8	87	8	-5	0.1
Cc1ccnc(Nc2cccnc2)n1	11	1	-10	.	.	1	98	2	.	0.0
COc1ccc(CNS(=O)(=O)c2ccc(S(=O)(=O)NC3CC3)cc2)cc1	23	0	-3	-0.4	0	-2	89	-2	-6	0.0
CCOc1ccc(NC(=O)COC(=O)C2(C)CC2(Cl)Cl)c([N+](=O)[O-])c1 (configuration not stated)	-4	1	4	2.6	6	1	92	-6	-3	0.1
COc1ccc(C)cc1NC(=O)c1ccc2c(c1)OCO2	-13	0	-3	-1.3	-4	-1	77	0	6	0.0
Cc1nc(SCC(=O)N2CC(C)OC(C)C2)nc(C)c1C (configuration not stated)	3	3	-5	0.3	-5	0	91	5	0	0.1
O=C(CSc1nccn1-c1ccc(F)cc1)NCc1ccc2c(c1)OCO2	-5	-2	-1	-0.8	4	7	106	1	8	1.6
CC(C)C[C@H]1CNC(=S)N1C[C@H]1CCCN1C[C@H](Cc1ccccc1)N1C[C@H](Cc2ccc(O)cc2)N(CC2CCCCCC2)C1=S	23	-14	-3	.	.	2	95	-16	.	1.1
Cc1cc(C(=O)CCC(=O)Nc2ncccc2O)c(C)s1	12	2	-6	2.0	12	0	106	1	5	-0.2
CS(=O)(=O)Nc1ccc2[nH]c(=O)[nH]c2c1	1	1	.	-2.8	11	1	92	6	0	0.7
O=C(NC1CCCCC1)C(c1ccco1)N(Cc1ccco1)C(=O)c1ccco1 (configuration not stated)	-2	0	.	-0.6	-3	-2	98	0	4	0.3
CCCN1CN=C(NS(=O)(=O)c2ccc(C)cc2)NC1	7	-1	-3	-1.0	3	-1	97	8	-5	-0.1

Assay outcomes (PubChem BioAssay)

An unsorted share of the library. About 3.6% of those tested had a hit in this group.
